High-throughput results as filed in PubChem BioAssay.
NR2E3 ag-1: inhibitors of NR2E3-RetCOR corepressor binding, primary screen, NR2E3 agonist project, biochemical, TR-FRET, GST-NR2E3, biotin-RetCOR. 1536-well. AID 2300, 2010. inhibition of corepressor binding, % at 4.78 µM. 320,000 compounds, 0.12% hits;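 active means percent inhibition above the cutoff of mean plus 3 SD of all tested compounds, set per screening campaign, cut at about 20% in these data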;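 further: 0% = DMSO wells and 100% = biotin wells as full block of FRET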
Target sequence (Q9Y5X4 whole entry, looked up): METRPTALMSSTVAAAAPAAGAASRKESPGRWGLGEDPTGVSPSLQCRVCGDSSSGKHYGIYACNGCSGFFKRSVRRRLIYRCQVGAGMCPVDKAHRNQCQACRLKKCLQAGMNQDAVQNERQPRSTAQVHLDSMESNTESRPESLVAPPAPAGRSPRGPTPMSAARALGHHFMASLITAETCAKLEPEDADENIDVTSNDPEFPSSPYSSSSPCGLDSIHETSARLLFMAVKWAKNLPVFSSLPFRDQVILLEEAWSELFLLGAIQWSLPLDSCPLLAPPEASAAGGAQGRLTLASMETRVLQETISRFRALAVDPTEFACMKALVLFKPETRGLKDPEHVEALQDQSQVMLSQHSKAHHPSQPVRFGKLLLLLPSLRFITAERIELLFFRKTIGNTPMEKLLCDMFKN
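Test system: GST-NR2E3 and biotin-RetCOR proteins | Quantity: 1.35 nM GST-tagged NR2E3 final | Medium: Tris pH 7.5 | Also added: 7 nM biotin-RetCOR | Dosing: Compound at 4.8 µM, single dose | Timing: 5 h at 4 °C | Detection: Time-resolved FRET | Read-out basis: Percent inhibition | Benchmarks: Biotin wells as high control, 0.6% DMSO wells as low control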
MITF TRPM1 inh: inhibitors of MITF-dependent TRPM1 promoter reporter, primary screen, cell-based, SK-MEL-5, single point, luciferase; inhibition, % at 12.5 µM; 330,000 compounds, 0.83% hits; SK-MEL-5 TRPM1 promoter luciferase, 24 h;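 active means mean inhibition across replicates of 60% or more, whatever share of single replicates reaches that level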; further: values of inactives mirror those of a sister screen read the other way
aDG glyco up: activators of alpha-DG glycosylation, primary screen, uHTS, Pro5-aDG cells, AlphaScreen | activation, % at 10 µM | alpha-DG glycosylation AlphaScreen (IIH6); 0% Pro5, 100% B10-LARGE cell signal | 360,000 compounds, 0.22% hits | AID 624168, 2012;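 active means activation of at least 8% versus controls, or a plate z-score of at least 8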;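 further: Pro5 are CHO cells carrying HIG-tagged alpha-DG that lacks glycosylation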
KKLEB tox: cytotoxicity in KKLEB CF airway cells, primary screen, cytotoxicity control for CF NF-kB inhibitor project, cell-based, uHTS, fluorescence assay plates. KKLEB CF airway cells viability, ATPlite luminescence, overnight; stronger effect = lower value; cells stimulated with P. aeruginosa culture filtrate. activity change (cytotoxicity), % at 5 µM. 360,000 compounds, 0.36% hits. AID 602141, 2011;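 active means corrected activity change at or below -50% at 5 µM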
HIF-2a block: HIF-2a reporter inhibitors, primary screen, luminescence, 786-0 RCC cells; inhibition, % at 18.8 µM; 786-0 RCC cells HIF-2a reporter, luciferase luminescence, overnight; AID 624352, 2012; 360,000 compounds, 0.72% hits;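 active means inhibition of the luminescence signal of 40% or more relative to plate controls, in a single-dose primary screen at 18.75 µM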
TWEAK-Fn14 inh: inhibitors of TWEAK-Fn14 signaling, primary screen, luciferase reporter cells, uHTS | TWEAK-stimulated Fn14 reporter cells, luciferase luminescence, 8 h | inhibition, % at 10 µM | 360,000 compounds, 2% hits | AID 1159606, 2016; in the data active means inhibition above about 50%
NR2E3 ag-2: NR2E3 agonists in two-hybrid cells, primary screen, cell-based, luminescence, CHO-S, Gal4-NCOR/VP16-NR2E3. luciferase. inhibition of corepressor binding, % at 3.98 µM. Photoreceptor-specific nuclear receptor (Homo sapiens), Q9Y5X4. AID 602229, 2012. 360,000 compounds, 0.35% hits;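 active means inhibition above the mean of all tested compounds plus 3 SD, cut at about 70% in these data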;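 further: 0% = DMSO with NR2E3 transfected cells and 100% = cells lacking NR2E3 construct; higher means lower luciferase signal from less NR2E3 corepressor binding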
Peg3 promoter: Peg3 promoter-driven luciferase inhibitors, primary screen, cell-based, HeLa, luciferase luminescence | HeLa PEG-Prom luciferase reporter, overnight | inhibition, % at 20 µM | 360,000 compounds, 1.7% hits;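 active means inhibition of at least 50% at 20 µM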
iPSC survival up: enhancers of single-cell hiPSC survival, primary screen, ATPlite luminescence | 100% = ROCK inhibitor wells, 0% = DMSO | AID 602274, 2012 | survival enhancement, % at 20 µM | 360,000 compounds, 0.044% hits; in the data active means survival enhancement above about 18%;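 further: cells exposed to compounds for 16 hours before the ATP read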
Shn3 inh set2: reduction of Shn3 3'UTR firefly luciferase signal, primary screen, Schnurri-3 inhibitor project, cell-based, Clone20 osteoblasts, set 2; inhibition, % at 12.5 µM; AID 588674, 2011; Clone20 osteoblast Shn3 3'UTR firefly luciferase, 24 h; 360,000 compounds, 0.52% hits;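 active means mean inhibition of at least 75% with every replicate also reaching 75%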;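 further: 0% = median of neutral control wells and 100% = pilot-screen positive control compound; some compounds past the cut are filed as inactive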
CF NFkB block: inhibitors of PAF-induced NF-kB signaling, primary screen, cell-based, GFP fluorescence, uHTS; KKLEB NF-kB-GFP reporter, GFP fluorescence overnight; inhibition, % at 5 µM; 360,000 compounds, 0.86% hits; AID 588850, 2011;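 active means at least 50% inhibition at 5 µM, scaled per plate between neutral and stimulator controls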;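 further: PAF is a Pseudomonas aeruginosa culture filtrate used as stimulus; plate controls were PAF-stimulated DMSO wells for no effect and unstimulated DMSO wells for full effect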
* = called active by the depositor; x = no result given. Random draw from the library; any-hit rate near 4.4%.

nr	mol	NR2E3 ag-1	MITF TRPM1 inh	aDG glyco up	KKLEB tox	HIF-2a block	TWEAK-Fn14 inh
1	COc1cccc(CNC(=O)CNC(=S)N(Cc2ccccc2)Cc2ccccc2F)c1	x	-1	0.1	-4	14	0
2	O=C(Cc1c(Cl)cccc1Cl)Nc1cccc(S(=O)(=O)N2CCOCC2)c1	2	-5	0.0	-5	15	-30
3	COC(=O)c1cc2ccsc2n1Cc1nc(-c2cccc(Cl)c2)oc1C	0	2	0.4	-13	10	-14
4	CCNc1nc2c(c(=O)[nH]c(=O)n2C)n1CCCc1ccccc1	-2	2	-0.1	-14	18	5
5	Cc1cc(C)n2nc(CNS(=O)(=O)c3ccc(C(C)(C)C)cc3)nc2n1	x	x	-0.3	4	-3	4
6	COC(=O)c1cn(-c2ccccc2)nc1-c1ccc(OC)cc1	1	-1	-0.2	4	-8	-3
7	Cc1[nH]c(C(=O)N/N=C/c2ccc(N(C)C)cc2)c(C)c1C(=O)N/N=C/c1ccc(N(C)C)cc1	0	-1	0.5	13	-32	33
8	CC1(c2ccccc2Cl)NC(=O)N(CC(=O)N2CCN(S(=O)(=O)c3ccccc3)CC2)C1=O (stereo not given)	-1	1	0.1	8	0	7
9	Cc1cccc(-n2c(C)cc(C=C3C(=O)c4ccccc4C3=O)c2C)c1	5	-3	0.6	6	-20	92*
10	S=C(c1ccc(OCc2ccccc2)cc1)N1CCCC1	3	-30	-0.1	-10	-62	3

nr	NR2E3 ag-2	Peg3 promoter	iPSC survival up	Shn3 inh set2	CF NFkB block
1	-2	31	0.6	3	-1
2	-19	1	-0.3	2	-2
3	-15	17	-0.7	9	12
4	-22	9	-0.4	9	-4
5	-20	16	-1.8	9	4
6	-6	12	3.4	1	2
7	1	-10	-0.2	1	-42
8	-31	-13	-0.4	3	-15
9	4	-250	-0.7	-13	-6
10	-27	-134	-0.3	-66	-10

More records
nr	mol	NR2E3 ag-1	MITF TRPM1 inh	aDG glyco up	KKLEB tox	HIF-2a block	TWEAK-Fn14 inh
11	C=CCc1ccc(OCCCOc2ccc(C)c(C)c2)c(OC)c1	0	3	0.9	-14	-15	7
12	Cc1[nH]c2ccc(C(=O)OC(C)C(=O)NC3(C#N)CCCCC3)cc2c1C (stereo not given)	1	-8	0.0	7	-2	-15
13	CCCCC(=O)Nc1cccc(NC(=O)c2ccc(Br)o2)c1	8	-4	-0.1	-5	-40	-11
14	Cc1cc(C(=O)CCl)c(C)n1-c1ccon1	x	57	0.6	9	-1	0
15	COc1cc(CC(=O)OCc2cccc([N+](=O)[O-])c2)cc(OC)c1OC	3	5	0.5	-6	15	-1
16	CCOC(=O)C1=C(c2ccccc2)Nc2ncnn2C1c1cc(OC)cc(OC)c1OC (stereo not given)	-2	7	-0.1	0	11	-5
17	Cc1ccc(C(=O)Nc2cccc(C(=O)O)c2)cc1S(=O)(=O)N1CCCCC1	-4	24	-0.1	14	-66	-15
18	CCN1CCCC1CNS(=O)(=O)c1cc(Br)cc2c1N(C(=O)C1CC1)CC2 (stereo not given)	-2	3	-0.2	3	9	-3
19	O=C(c1cc(-c2cccs2)nc2ccccc12)N1CCN(CCO)CC1	x	2	-0.1	-9	0	3
20	CNC(=O)C(Sc1nc(C)nc2c1oc1ccccc12)C(C)=O (stereo not given)	6	12	-0.1	1	-10	1

nr	NR2E3 ag-2	Peg3 promoter	iPSC survival up	Shn3 inh set2	CF NFkB block
11	-9	13	-0.1	-5	13
12	-8	4	-0.4	1	-16
13	-34	-13	2.3	-16	0
14	3	53*	-1.8	20	58*
15	-3	4	0.9	12	-4
16	-10	-2	-2.0	0	8
17	-147	-205	-2.2	2	-11
18	-21	17	0.3	-14	-6
19	-5	11	0.7	-5	11
20	-2	28	-0.4	7	-2

Other results follow.
nr	mol	NR2E3 ag-1	MITF TRPM1 inh	aDG glyco up	KKLEB tox	HIF-2a block	TWEAK-Fn14 inh
21	O=C1CN2NC(=S)N(c3ccccc3)C2=CN1c1ccc(Cl)cc1	5	-8	0.2	2	17	-2
22	COc1cc2c(cc1OC)C(c1cccc([N+](=O)[O-])c1)NC(=O)C2 (stereo not given)	3	-9	-0.2	7	6	5
23	COc1ccc(O)c(/C=N/NC(=O)c2ccc(N3CCCC3=O)cc2)c1	5	6	0.3	14	6	3
24	CCN(CC)S(=O)(=O)c1ccc2c(c1)c(=O)c(C(=O)NCc1cccs1)cn2C	0	2	-0.2	11	27	1
25	COc1ccccc1OCC(=O)Nc1cc(S(=O)(=O)N2CCCCC2)ccc1N1CCCCC1	3	12	-0.1	-9	20	17
26	CCNC(=S)NNC(=O)c1ccc(S(=O)(=O)NCc2ccco2)cc1	x	9	0.8	26	16	10
27	CCN1CCCc2cc(CN(CCN3CCOCC3)C(=O)Nc3ccc(C)c(C)c3)ccc21	1	3	0.2	-1	-4	12
28	NC(=O)Nc1ccc(F)cc1	-1	-7	2.4	0	17	-2
29	O=c1cc(CCc2ccccc2)oc2cccc(O)c12	x	-9	-0.1	5	-30	22
30	CCCn1c(SCC(=O)Nc2cc(Cl)ccc2OC)n[nH]c1=O	3	-8	0.6	-13	23	1

nr	NR2E3 ag-2	Peg3 promoter	iPSC survival up	Shn3 inh set2	CF NFkB block
21	-4	2	3.8	6	-1
22	-9	15	0.2	-6	-21
23	-14	19	0.1	67	19
24	-3	7	8.7	24	-3
25	5	24	-0.9	45	37
26	2	0	-1.6	16	2
27	-15	17	-0.6	8	6
28	-13	9	-0.1	-2	-6
29	-30	-64	-2.6	-20	10
30	8	22	-2.5	4	-5

Single entries from the results shown:
MITF TRPM1 inh with O=C(Cc1c(Cl)cccc1Cl)Nc1cccc(S(=O)(=O)N2CCOCC2)c1 reads -5
KKLEB tox with Cc1[nH]c2ccc(C(=O)OC(C)C(=O)NC3(C#N)CCCCC3)cc2c1C (stereo not given) reads 7

(further entries)
nr	mol	NR2E3 ag-1	MITF TRPM1 inh	aDG glyco up	KKLEB tox	HIF-2a block	TWEAK-Fn14 inh
31	COc1ccc([N+](=O)[O-])cc1NS(=O)(=O)c1cc(C(=O)N2CCN(C)CC2)ccc1OC	-1	0	0.1	-6	7	0
32	COc1ccc(NC(=O)CSc2ccccn2)c([N+](=O)[O-])c1	-1	x	0.0	-14	-331	-33
33	Cc1oc2cc3oc(=O)c(CC(=O)N[C@@H](C)C(=O)NC(Cc4ccc(Cl)cc4)C(=O)O)c(C)c3cc2c1C (stereo not given in full)	3	x	0.1	10	1	0
34	CC(=O)c1c(NCCc2ccccc2)nc(=S)n(-c2ccccc2)c1C	3	6	0.3	13	92*	-21
35	Nc1ccccc1SCCS(=O)(=O)c1ccc(Cl)cc1	1	19	0.6	16	6	3
36	CCOC(=O)C1=C(C)NC(C)=C(C(=O)OCC)C1C(=O)OCC(=O)N(C)Cc1ccccc1	x	10	0.2	-13	26	-15
37	c1csc(-c2nnsc2-c2nc3ccccc3[nH]2)c1	4	5	0.3	9	-87	16
38	O=C(CSc1nnc(CNC(=O)c2ccco2)o1)Nc1ccccc1	6	6	0.5	0	8	1
39	Cc1cc(C)c2sc(N(CCN(C)C)C(=O)CCS(=O)(=O)c3ccccc3)nc2c1	1	3	0.1	-4	7	-3
40	Cn1c(=O)c2cc(NC(=O)CCc3cccc(Cl)c3)ccc2n1Cc1cccc(C(F)(F)F)c1	x	x	-0.1	0	-3	7

nr	NR2E3 ag-2	Peg3 promoter	iPSC survival up	Shn3 inh set2	CF NFkB block
31	-6	2	1.0	3	-8
32	-126	-228	-0.6	-36	4
33	-14	4	-0.3	-11	-20
34	-40	101*	0.3	11	-16
35	5	-8	-0.3	2	-10
36	9	16	-1.3	-19	24
37	-88	-21	-0.6	-20	-14
38	-10	5	-2.6	15	9
39	20	10	2.4	9	-4
40	-50	14	-1.4	-25	9

Remaining list, next part:
nr	mol	NR2E3 ag-1	MITF TRPM1 inh	aDG glyco up	KKLEB tox	HIF-2a block	TWEAK-Fn14 inh
41	CNc1nc(C)nc(-n2nc(C)cc2C)n1	0	-5	0.1	-1	-16	-25
42	CC(C)C[C@H]1COCCS(=O)(=O)N1Cc1ccc(Cl)c(Cl)c1	0	0	0.2	-44	19	17
43	CC(C)Oc1ccc(CNC(=O)c2ccc3c(c2)N(C)CCS3)cc1	2	x	0.1	8	-200	-11
44	NC(=O)CC(NC(=O)Cc1cccc2ccccc12)c1ccc(NCCN2CCCCC2)c([N+](=O)[O-])c1 (stereo not given)	-1	-2	-0.3	11	16	18
45	O=C(c1ccc2oc(Cc3ccc(Cl)cc3)nc2c1)N1CC[C@H](O)C1	-2	4	-0.1	0	-1	-11
46	C=CCNc1sc(C(=O)c2cccs2)c(N)c1C#N	-4	3	-0.2	7	-12	2
47	Cc1cc(C)nc(N/C(=N\S(=O)(=O)Cc2ccccc2)Nc2ccccc2Br)n1	3	-5	0.6	-3	24	-19
48	CC1(C(=O)Nc2ccccc2)CCN1C(=O)CCc1ccc(Cl)cc1Cl (stereo not given)	x	x	0.0	-14	0	-6

nr	NR2E3 ag-2	Peg3 promoter	iPSC survival up	Shn3 inh set2	CF NFkB block
41	-22	-9	-3.1	-13	-8
42	20	43	-2.3	-11	43
43	-65	-116	3.4	-24	3
44	4	-5	-0.6	-12	-8
45	7	-8	0.2	-16	-2
46	13	-13	-0.7	1	1
47	-16	23	2.4	24	17
48	2	11	0.5	6	-6

Shown as a hit in Peg3 promoter, among the entries above:
# | Molecule | NR2E3 ag-1 | MITF TRPM1 inh | aDG glyco up | HIF-2a block | TWEAK-Fn14 inh | NR2E3 ag-2 | Peg3 promoter | Shn3 inh set2 | CF NFkB block
14 | Cc1cc(C(=O)CCl)c(C)n1-c1ccon1 | x | 57 | 0.6 | -1 | 0 | 3 | 53* | 20 | 58*
34 | CC(=O)c1c(NCCc2ccccc2)nc(=S)n(-c2ccccc2)c1C | 3 | 6 | 0.3 | 92* | -21 | -40 | 101* | 11 | -16
